PfM18AAP inh – blocks P. falciparum M18 aspartyl aminopeptidase. recombinant PfM18AAP, H-Glu-NHMec fluorogenic cleavage. inhibition, % at 7.35 µM. 290,000 compounds, 1.2% hits. AID 1822;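 active = inhibition above the campaign mean inhibition over all tested compounds plus 3 SD, cut at about 28% in these data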;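 note: 0% = plate median of test compound wells and 100% = 2 mM ZnCl2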
p-CIP stab down – compounds decreasing mouse p/CIP protein stability | Q05BA5 | F442A p/CIP-EGFP cells, EGFP fluorescence, 16 h | decrease of EGFP signal, % at 10 µM | 290,000 compounds, 0.01% hits;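 active = EGFP signal decrease of at least 30% at 10 µM or well 3 SD below plate mean, unless failing retest; inactive = the rest, including hits failing retest or dose response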; note: some compounds called inactive have numbers as strong as hits; many of its hits are not listed in these tables
UBC9 SUMO inh – inhibitors of human SUMOylation (UBC9); HTRF SUMOylation assay, SAE1/SAE2 + UBC9, in vitro; P63279; AID 2006; 290,000 compounds, 0.36% hits; inhibition, % at 35 µM; in the data active = inhibition above about 50%, passing the limit was not always enough; note: strong numbers were not always called active
Target sequence (P63279 whole entry, looked up): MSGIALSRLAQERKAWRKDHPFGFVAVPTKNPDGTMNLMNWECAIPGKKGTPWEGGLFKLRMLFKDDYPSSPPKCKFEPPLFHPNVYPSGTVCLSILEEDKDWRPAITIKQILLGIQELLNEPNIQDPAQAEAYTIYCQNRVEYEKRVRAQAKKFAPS
IDE act – activators of human insulin-degrading enzyme in cells | HEK cells, FAbeta-B cleavage, fluorescence polarization; 0% vehicle, 100% cell-free pure enzyme wells | activation, % at 5.96 µM | 340,000 compounds, 0.073% hits;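 active = activation above the mean of all tested compounds plus 3 SD, set per screening campaign, cut at about 17% in these data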
MEKK2mut PB1 HTS – signal of MEK5 binding to mutant human MEKK2 PB1 domain. bead flow cytometry, Alexa488-MEK5 binding to MEKK2 mutant. percent response, % at 10 µM. 290,000 compounds, 0.35% hits; in the data active = percent response above about 24%, passing the limit was not always enough; note: inactives centre near 1; some results filed as inactive read as strong as hits; reference of the scale not given here
MEKK3 PB1 HTS – modulators (inhibitors or enhancers) of MEK5 binding to human MEKK3 PB1 domain; 290,000 compounds, 1.4% hits; bead-based flow cytometry, Alexa488-MEK5 binding to MEKK3; actives lie on both sides; 0 = blocked by unlabeled MEK5, 100 = vehicle; binding response (% of control), % at 10 µM;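 active = binding response more than 3 SD above or below the average of its plate-row segment, actives on both sides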;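 note: Alexa488 bead fluorescence after subtracting the streptavidin-only scavenger bead signal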
Target sequence (Q99759 whole entry, looked up, the tested form may be a part): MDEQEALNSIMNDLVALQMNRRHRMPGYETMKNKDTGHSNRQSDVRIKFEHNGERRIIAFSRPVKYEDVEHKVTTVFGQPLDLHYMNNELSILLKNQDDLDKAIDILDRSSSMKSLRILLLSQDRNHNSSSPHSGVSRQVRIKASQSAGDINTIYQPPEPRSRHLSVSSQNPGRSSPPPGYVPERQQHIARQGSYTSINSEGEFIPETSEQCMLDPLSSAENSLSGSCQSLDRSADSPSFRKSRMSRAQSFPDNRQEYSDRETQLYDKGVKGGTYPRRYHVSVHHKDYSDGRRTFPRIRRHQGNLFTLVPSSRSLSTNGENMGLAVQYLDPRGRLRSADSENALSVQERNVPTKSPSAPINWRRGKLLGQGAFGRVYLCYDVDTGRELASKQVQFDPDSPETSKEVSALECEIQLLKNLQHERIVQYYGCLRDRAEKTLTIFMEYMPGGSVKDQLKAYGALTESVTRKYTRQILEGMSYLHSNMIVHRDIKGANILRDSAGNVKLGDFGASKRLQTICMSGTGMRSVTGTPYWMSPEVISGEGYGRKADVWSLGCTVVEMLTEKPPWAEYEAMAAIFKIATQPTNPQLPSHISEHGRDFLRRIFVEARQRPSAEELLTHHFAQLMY
MEKK2wt PB1 HTS – raises or lowers MEK5 binding to wildtype human MEKK2 PB1 domain; bead flow cytometry, Alexa488-MEK5 binding to MEKK2 WT; actives lie on both sides; binding response (% of control), % at 10 µM; 290,000 compounds, 1.1% hits; Q9Y2U5; in the data active = binding response below about 67% or above about 130%
NALP1 yeast inh – blocks the NALP1 inflammasome reconstituted in yeast; inhibition, % at 10 µM; S. cerevisiae NALP1/ASC/caspase-1 growth, X-gal OD620, 72 h; AID 2071; 280,000 compounds, 0.61% hits; in the data active = inhibition mostly above about 24%, no sharp cut-off; inactive = mostly below about 32%; note: some compounds called inactive have numbers as strong as hits
IDE inh – inhibitors of human insulin-degrading enzyme in cells; 320,000 compounds, 0.41% hits; inhibition, % at 5.59 µM; HEK cells, FAbetaB cleavage, fluorescence polarization;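 active = percent inhibition above the average of all tested compounds plus 3 SD, set per screening campaign, cut at about 16% in these data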;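 note: IDE supplied by intact live HEK cells; FP after avidin binding of uncleaved biotin substrate so inhibition keeps polarization high; 0% = DMSO wells and 100% = 60 µM reference IDE inhibitor Ii1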
Active calls of the source: *; . = no result given. These rows are one share of the data; the hit share may differ from the screen's.

SMILES | PfM18AAP inh | p-CIP stab down | UBC9 SUMO inh | IDE act | MEKK2mut PB1 HTS | MEKK3 PB1 HTS | MEKK2wt PB1 HTS | NALP1 yeast inh | IDE inh
O=C(C[n+]1ccc(C(=O)N/N=C/c2ccc(OCc3ccccc3)cc2)cc1)c1ccccc1 | 0 | -1 | 4 | 6 | 0 | 100 | 108 | 48 | -1
COCCC(=O)N1CCC(Oc2ccc(C(=O)N3CCCCCC3)cc2)CC1 | 2 | -8 | 4 | 0 | 4 | 100 | 103 | -6 | 2
CCn1c(SCC(=O)NC2CCCC2)nnc1-c1ccoc1C | -10 | -3 | 13 | 6 | 1 | 98 | 100 | 3 | 0
CC(=O)c1ccc(Oc2ccc(C(=O)c3ccc(C)c(C)c3)cc2[N+](=O)[O-])cc1 | -1 | -4 | -7 | -3 | 0 | 102 | 103 | 13 | 4
CN(C)S(=O)(=O)c1ccc(S(=O)(=O)NCc2cccs2)cc1 | 2 | -9 | 2 | 3 | 1 | 102 | 102 | 8 | 4
O=C(NC1CCN(Cc2ccccc2)CC1)C12CC3CC(CC(C3)C1)C2 | -8 | 7 | -12 | 3 | 3 | 114 | 105 | 15 | 4
CCN1CCN(C(=O)C2CCCN(c3ncnc4c3nc3n4CCCCC3)C2)CC1 (stereo not given) | 5 | 5 | -7 | 2 | -7 | 101 | 101 | 26 | -1
CN(Cc1ccccc1)C(=O)CCn1c(=O)oc2ccccc21 | -13 | -3 | 8 | 4 | 8 | 105 | 112 | 36 | -2
CCc1ccc(S(=O)(=O)Nc2cc3c(cc2C)n(C)c(=O)n3C)cc1 | 1 | -3 | -5 | 2 | -11 | 87 | 91 | 27 | -3
CNc1nc(C)c([N+](=O)[O-])c(Nc2ccc(OC)cc2)n1 | 2 | 2 | 7 | 2 | 5 | 100 | 106 | 14 | .
O=C(c1cccs1)N1CCN(C2CCCCC2)CC1 | 16 | -3 | 22 | 2 | -7 | 90 | 90 | 0 | -2
Cc1cccc(N=Cc2c(O)cc(C)oc2=O)c1 | 2 | -10 | 2 | 0 | 2 | 104 | 104 | 8 | -6
Cc1ccc2nc(SCC(=O)N3CCN(C(=O)c4ccco4)CC3)[nH]c2c1 | -4 | -14 | -2 | -5 | -2 | 99 | 99 | -1 | 2
CCCCN(C(=S)NC(=O)c1ccccc1)c1c(N)n(Cc2ccccc2)c(=O)[nH]c1=O | 5 | -12 | 7 | 5 | 0 | 100 | 109 | 6 | 6
Cc1c(Cl)cccc1N=C(N)N=C(N)N | -2 | -3 | 10 | -1 | -7 | 90 | 93 | -20 | 1
c1ccc2c(-c3nc(C4CCCCC4)no3)cc(-c3ccncc3)nc2c1 | -9 | -13 | -12 | 4 | 2 | 102 | 103 | 3 | -7
CC(C)CNS(=O)(=O)c1ccc(CCC(=O)NCc2ccc(Cl)cc2)cc1 | -3 | -2 | -10 | 0 | 3 | 96 | 99 | 2 | 4
O=C(NC(=O)C(F)(F)F)Nc1ccc(S(=O)(=O)Nc2nccs2)cc1 | -2 | 1 | -3 | 3 | 0 | 96 | 97 | -6 | 3
COc1ccc(OC)c(NC(=O)CNC(=O)c2cccs2)c1 | -3 | 3 | 19 | -1 | 1 | 104 | 102 | 1 | -2
CC(SC(=S)N1CCOCC1)C(=O)O (stereo not given) | -4 | -2 | -6 | 3 | 0 | 101 | 100 | 6 | 5
O=C(N/C=C/c1ccco1)OCc1ccccc1 | -2 | -9 | 20 | 1 | -7 | 77 | 76 | 3 | 2
Cc1ccc2c(C(=O)CN3CCC(C(N)=O)CC3)c(C)[nH]c2c1 | 4 | 3 | 12 | -1 | 9 | 105 | 106 | 9 | 3
O=C1CCCc2ccccc2N1Cc1ccc(Cl)cc1 | 4 | -19 | -9 | 4 | 3 | 99 | 101 | 6 | -6
CCN(C(=O)COC(=O)CN(C)S(=O)(=O)c1ccc(NC(C)=O)cc1)C1CCS(=O)(=O)C1 (stereo not given) | -3 | -5 | -1 | 8 | 4 | 100 | 105 | 5 | 1

Single records (already shown):
O=C(NC(=O)C(F)(F)F)Nc1ccc(S(=O)(=O)Nc2nccs2)cc1 is listed with PfM18AAP inh = -2; p-CIP stab down = 1; UBC9 SUMO inh = -3; IDE act = 3; MEKK2mut PB1 HTS = 0; MEKK3 PB1 HTS = 96; MEKK2wt PB1 HTS = 97; NALP1 yeast inh = -6; IDE inh = 3
CN(C)S(=O)(=O)c1ccc(S(=O)(=O)NCc2cccs2)cc1 is listed with PfM18AAP inh = 2; p-CIP stab down = -9; UBC9 SUMO inh = 2; IDE act = 3; MEKK2mut PB1 HTS = 1; MEKK3 PB1 HTS = 102; MEKK2wt PB1 HTS = 102; NALP1 yeast inh = 8; IDE inh = 4

Next section.
SMILES | PfM18AAP inh | p-CIP stab down | UBC9 SUMO inh | IDE act | MEKK2mut PB1 HTS | MEKK3 PB1 HTS | MEKK2wt PB1 HTS | NALP1 yeast inh | IDE inh
Cc1cccc(C)c1N(CC(O)Cn1c2ccccc2c2ccccc21)S(C)(=O)=O (stereo not given) | -7 | -13 | -9 | -1 | 1 | 102 | 102 | 19 | 0
CC(C)C[C@H](NC(=O)[C@@H]1Cc2ccccc2CN1)C(=O)Nc1ccc(C(C)C)cc1 | -1 | 2 | -9 | 7 | 1 | 97 | 108 | -5 | 1
Cc1cc(C)nc(SCCc2ccncc2)n1 | 50* | 4 | -6 | 2 | 1 | 103 | 107 | 18 | 2
CCC(C)NCCOCCOc1ccc(Br)cc1 (stereo not given) | -12 | -1 | 10 | 7 | 0 | 100 | 99 | 2 | 1
CCC(=O)Nc1ccc(S(=O)(=O)N2CCOCC2)cc1 | -12 | -4 | 12 | -5 | -1 | 94 | 98 | 16 | -3
O=C(Nc1nccs1)c1cc(-c2ccco2)nc2ccccc12 | -5 | -6 | . | 6 | -3 | 90 | 94 | 10 | 0
CC(=O)Nc1ccc(S(=O)(=O)NC2(C(F)(F)F)NC(=O)N(c3ccccc3F)C2=O)cc1 (stereo not given) | 1 | -18 | 3 | -1 | 0 | 100 | 98 | 4 | 2
Cc1c(C#N)c(N)c(C(=O)c2ccccc2)n1Cc1ccccc1 | -3 | -9 | -8 | 2 | -3 | 99 | 98 | 19 | -1
CCCc1ccc2oc(C(=O)NCCc3nc(C(=O)OCC)cs3)c(C)c2c1 | 0 | 5 | -9 | 2 | -4 | 98 | 98 | 25 | .
CCN(Cc1ccccc1)C(=O)C(C)OC(=O)c1cc(S(=O)(=O)Nc2c(C)n(C)n(-c3ccccc3)c2=O)ccc1C (stereo not given) | -4 | -3 | -2 | -3 | -10 | 104 | 88 | 10 | 5
Cc1ccc(N(CC(=O)NCC2CCCO2)C(=O)CCC(=O)Nc2nccs2)cc1 (stereo not given) | -5 | -3 | 15 | 1 | 8 | 105 | 108 | -2 | 4
CCCCONc1ncnc2nonc12 | 1 | 6 | -13 | 0 | -1 | 96 | 104 | 5 | -12
Clc1cccc(Cl)c1COc1ccccn1 | 2 | -9 | -5 | -2 | 5 | 100 | 103 | -2 | -7
COc1cccc2cc(C(C)N(CCCN3CCOCC3)C(=S)Nc3cc(C)cc(C)c3)oc12 (stereo not given) | 3 | -2 | 10 | -5 | -3 | 96 | 102 | -19 | 5
CC(=O)Nc1ccc(Sc2ccccc2C(=O)N2CCCC2)cn1 | 2 | 3 | 19 | -7 | -41 | 114 | 107 | 7 | 9
O=C(Nc1cc([N+](=O)[O-])ccc1N1CCOCC1)c1ccco1 | 15 | -5 | 3 | -5 | 1 | 106 | 105 | -12 | -1
CCOC(=O)C1(CCc2ccccc2)CCN(Cc2ccc(O)cc2)CC1 | -10 | 3 | 11 | -1 | -9 | 103 | 93 | 17 | -4
O=C(CCNS(=O)(=O)c1cccc2nonc12)N1CCN(c2cccc(Cl)c2)CC1 | 0 | -9 | -3 | -1 | -4 | 106 | 105 | -5 | -4
COc1ccccc1C(C[N+](=O)[O-])c1c[nH]c2ccccc12 (stereo not given) | -1 | -11 | -18 | 5 | 2 | 107 | 98 | -6 | 3
CCC(=O)Nc1cccc(C(=O)OCC(=O)c2ccccc2Cl)c1 | -17 | -4 | -19 | -2 | 6 | 104 | 102 | 7 | 1
O=c1c2cccnc2nc2n1CCCCC2 | 10 | -10 | -7 | 2 | -3 | 98 | 100 | 6 | -4
Cc1cc(=O)oc2c1c(C)nn2-c1cccc(Cl)c1 | 0 | -2 | 3 | 3 | -2 | 96 | 101 | -2 | 4
Cc1nc2ccccc2n1CCCOc1ccccc1 | -10 | 2 | -38 | 3 | 6 | 104 | 108 | 16 | 5
Cc1[nH]c2ccccc2c1C(=O)C(=O)NCCc1ccc(S(N)(=O)=O)cc1 | 3 | 5 | -2 | 6 | 0 | 104 | 103 | 6 | 2
COC(=O)c1c(NC(=O)C2CC2)sc2c1CCN(C(C)=O)C2 | -7 | -2 | 2 | -6 | 4 | 96 | 94 | . | 9
CC(=O)N1[C@@H]2CC3C4CC=C5C[C@@H](O)CC[C@]5(C)C4CC[C@]3(C)[C@@]21C(C)=O (stereo not given in full) | -2 | -10 | -12 | 5 | -2 | 95 | 96 | 40 | 8
COC(=O)Cc1cc(OC)c(OC)cc1S(=O)(=O)N(C)C | -2 | 10 | -5 | 5 | -4 | 102 | 99 | -23 | 4
COC(=O)[C@H](Cc1ccccc1)NC(=O)Nc1ccc(OC)cc1 | -2 | 10 | -36 | -5 | 0 | 100 | 105 | . | 4
CCOc1ccc(-c2csc(NC(=O)c3ccc(S(=O)(=O)N4CCc5ccccc5C4)cc3)n2)cc1 | 0 | -3 | 4 | 0 | -3 | 93 | 97 | 33 | 0
COC(=O)c1nn(-c2ccc3c(c2)CCN3C(C)=O)cc1O | -2 | 9 | 15 | 2 | 0 | 98 | 105 | 11 | 0
CCOc1ccc(OCC)c(NS(=O)(=O)c2ccc3c(c2)n(C)c(=O)c(=O)n3C)c1 | 3 | 0 | 3 | 0 | -3 | 97 | 96 | 6 | 10
CCCn1nc(NC(=O)c2cccs2)c2cc3cccc(C)c3nc21 | -1 | 2 | -3 | . | 12 | 107 | 98 | 9 | -1
O=C(O)c1nnn(-c2ccc(F)cc2F)c1-c1ccccc1 | -8 | -8 | 9 | 2 | 10 | 106 | 108 | 27 | -3
O=C(Cc1ccc(Cl)cc1)NNc1c(F)c(F)cc(F)c1F | -4 | -3 | 0 | -3 | -13 | 83 | 85 | 22 | 2
Cc1ccc(NS(=O)(=O)c2ccc(Cl)c(C(=O)Nc3cccc(C(=O)O)c3)c2)cc1 | -6 | 3 | 9 | 6 | 6 | 104 | 103 | 12 | -1
CC(C(=O)N1CCCC1)N1CCN(c2ccccc2O)CC1 (stereo not given) | 15 | -7 | -6 | 2 | -4 | 98 | 100 | -22 | 4
CCOc1ccc(NC(=S)Nc2ccc(OC)cc2)cc1 | 6 | -14 | 4 | -2 | 1 | 102 | 101 | 16 | 5
CC(=O)C1=C(C)OC(N)=C(C#N)C1c1ccncc1 (stereo not given) | -8 | -7 | 10 | 5 | 0 | 96 | 95 | 6 | 0
CCN(CC(=O)N1CCOCC1)S(=O)(=O)c1ccc(F)cc1 | -2 | -1 | -2 | 2 | -6 | 100 | 95 | 18 | 4
O=C1C=C(c2cccs2)CC(c2cccs2)C1n1cnc([N+](=O)[O-])c1 (stereo not given) | 2 | 1 | 28 | -3 | 16 | 110 | 110 | 1 | 2
O=C(NCCn1cccn1)C1CCC(=O)N(CCc2ccc(Cl)cc2)C1 (stereo not given) | -5 | 3 | -5 | -4 | 3 | 101 | 104 | 15 | 2
